IMPase Li cell – cell-permeable IMPase inhibitors with lithium potentiation. CHO-M1 cells, IP1 TR-FRET (IP-One), carbachol + lithium. Potency, µM (doses to about 59.4 µM), for the others: top-dose activity, negative = IMPase inhibition, most hits filed as inhibitors. 0.35% of 210,000 active;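 further: IP1 builds up when IMPase is blocked and the TR-FRET signal falls; potency means the concentration at half of the fitted maximal effect; plate controls were basal vehicle for no effect and high inhibitor control for full effect; nearly all actives have a fitted effect of over 50% in size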
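CHO cells stably expressing M1 receptor (2000/well, cultured 16–30 h) treated 30 min at 37C with compound plus low lithium. Cytosolic IP1 by TR-FRET (665/620 ratio and 620 channel) after 10 min lysis; AC50 by Hill fit.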
SMN2 splice up – SMN2 splice variant enhancement; 2.8% of 210,000 active; HEK293 SMN2-luciferase splicing reporter, luminescence, 30-36 h; Potency, µM (top dose mostly 46.1 µM), for inactives: top-dose activity change, positive = activation, hits mostly activators; further: potency means the concentration at half of the fitted maximal effect; % of control where 0% means no effect; nearly all actives have a fitted effect of over 55% in size
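qHTS luciferase splicing reporter: luminescence rises when SMN2 exon 7 is included in transfected HEK293 cells. Compound exposure lasted 30-36 h at 37C, with 4.5 mM final sodium butyrate as control, followed by a ONE-Glo read.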
Lamin A splicing – changes lamin A minigene splicing in HeLa cells; HeLa LMNA splicing GFP/RFP minigene ratio, 48 h; Potency, µM (series often up to 46.1 µM), without a hit: at the top dose ratio change, negative = inhibition, usual class: inhibitors; 0.01% of 200,000 active; active means well fitted inhibition curve with a large enough effect in the signal ratio, with a control signal flat, not every such curve was filed as active; inconclusive means small, poorly fitted or top-dose-only effect, or effect the other way, or a change in a side signal; the % refers to the signal ratio; further: potency means the concentration at half of the fitted maximal effect; on the % scale 0 is the no-effect control and ±100 the full control effect
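S3 HeLa cells stably expressing lamin A-EGFP splicing minigene plus DsRed2, 600 cells/well, 48 h compound exposure at 37C. Laser-scanning cytometry; analysed as GFP (500-530 nm)/RFP (575-640 nm) total intensity ratio; 0.5% DMSO vehicle.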
HTT cytoprotect – protects HTT-Q103 PC12 cells, measured by ATP; PC12 HTT-Q103 induced, cytoprotection, ATP luminescence, 40 h; AID 1471; Potency, µM (titrated, usually from 56.4 µM), inactives show cytoprotection (ATP increase), actives largely listed as activators; 0.14% of 230,000 active;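 further: potency means the concentration at half of the fitted maximal effect; % of control where 0% means no effect; nearly all actives have a fitted effect of over 45% in size; toxic huntingtin expression switched on by the ecdysone agonist tebufenozide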
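Rat PC12, Q103 Htt exon1-GFP fusion, ecdysone promoter; tebufenozide inducer 100 nM final; compound titration; qHTS, 1500 cells/well; ATPlite luminescent read.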
HTT aggregate – inhibitors of mutant huntingtin aggregate formation in PC12 cells; 1.1% of 220,000 active; Potency, µM (highest dose often 46.1 µM), for inactives: top-dose activity change, negative = inhibition, actives largely listed as inhibitors; PC12 HttQ103-GFP aggregates, Acumen cytometry, 40 h; further: potency means the concentration at half of the fitted maximal effect; on the % scale 0 is the no-effect control and ±100 the full control effect; nearly all actives have a fitted effect of over 60% in size
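Multiplexed with ATP-based cell death, this channel scores GFP aggregates in PC12 cells expressing inducible HTTex1-Q103-GFP. Induction used 100 nM tebufenozide; compounds were tested in concentration series.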
CBFb-RUNX1 inh – inhibitors of human CBF-beta and RUNX1 interaction; AlphaScreen CBFb-His/RUNX1-biotin binding, biochemical; Potency, µM (series often up to 59.8 µM), without a hit: top-dose activity, negative = inhibition, actives largely listed as inhibitors; 230,000 tested, under 10 active; further: % of control where 0% means no effect
Target sequence (Q01196 whole entry, looked up): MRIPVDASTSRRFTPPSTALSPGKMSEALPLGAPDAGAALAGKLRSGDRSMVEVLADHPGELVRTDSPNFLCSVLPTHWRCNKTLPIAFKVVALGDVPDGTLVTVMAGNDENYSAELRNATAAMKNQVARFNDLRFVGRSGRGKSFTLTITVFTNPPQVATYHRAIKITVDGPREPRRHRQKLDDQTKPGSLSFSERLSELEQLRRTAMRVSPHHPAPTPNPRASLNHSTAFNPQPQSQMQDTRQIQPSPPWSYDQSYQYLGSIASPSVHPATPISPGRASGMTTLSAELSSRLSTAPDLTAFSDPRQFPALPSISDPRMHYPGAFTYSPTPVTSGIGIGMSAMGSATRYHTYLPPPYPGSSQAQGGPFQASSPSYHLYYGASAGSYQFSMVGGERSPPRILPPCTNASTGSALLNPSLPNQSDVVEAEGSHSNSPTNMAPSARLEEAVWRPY
Target sequence (Q13951 whole entry, looked up): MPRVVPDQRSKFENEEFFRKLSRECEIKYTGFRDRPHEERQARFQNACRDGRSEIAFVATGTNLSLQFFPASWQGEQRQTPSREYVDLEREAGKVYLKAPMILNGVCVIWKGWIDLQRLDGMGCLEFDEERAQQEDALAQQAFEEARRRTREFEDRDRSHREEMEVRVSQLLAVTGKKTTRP
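Inhibition was taken as any reduction in AlphaScreen signal from the CBF-beta–RUNX1 pair (His and biotin tags, 30 nM each), measured after compound (15 min) and bead (90 min) incubations at room temperature.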
Luc counter – blocks Kinase-Glo luciferase, a counter-screen artifact. Kinase-Glo luciferase, ATP luminescence, 8 min. 0.28% of 200,000 active. Potency, µM (series often up to 38.3 µM), inactives show at the top dose activity change, negative = inhibition, actives largely listed as inhibitors; further: potency means the concentration at half of the fitted maximal effect; on the % scale 0 is the no-effect control and ±100 the full control effect; nearly all actives have a fitted effect of over 60% in size
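Recombinant Kinase-Glo luciferase, 10 uM ATP (linear range), luciferin; imidazole pH 7.2 / KCl / MgCl2 / Tween / BSA buffer; 8 min RT; luminescence.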
An asterisk follows results filed as active; ? = inconclusive; . = no result given; & = joins results of further samples; [ ] = remark or other dose. Unless noted, the call rests on the fitted dose curve; in most records, active means well fitted curve in the direction sought with a large enough effect; inconclusive means small, poorly fitted or top-dose-only effect, or another doubt; inactive means no such curve, though single readings can be large; an effect the other way counts as inactive or inconclusive.

Sample of the layout:
Values in the order: IMPase Li cell, SMN2 splice up, Lamin A splicing, HTT cytoprotect, HTT aggregate, CBFb-RUNX1 inh, Luc counter
O=C(N/N=C/c1ccc(-c2cccc([N+](=O)[O-])c2)o1)[C@H]1C[C@@H]1c1ccccc1
→ -2%, -1%, 8%, ., 23%, 4%, 0%
COc1ccc(N2CCN(C(=O)C3=NNC(=O)CC3)CC2)cc1
→ 1%, 8%, 2%, 15%[0.074 µM], 0%, -6%, -1%
COc1ccc(-n2c(=O)cc(N3CCOCC3)[nH]c2=O)cc1
→ -2%[38.3 µM], -10%, -4%, -3%, 9%, 0%, -4%
Cc1cnc(C(=O)N2CCCC(C(=O)c3cccc(OC(C)C)c3)C2)cn1 (configuration not stated)
→ 3%, ., 17%[46 µM], 10%[10 µM], -12%[9.22 µM], 0%, 0%
CCOC(=O)C1(Cc2ccccc2C(F)(F)F)CCN(C(C)CCn2cccn2)CC1 (configuration not stated)
→ 12%, ., ., ?, ?, 1%, -2%

The whole of this part (from the top)
Values in the order: IMPase Li cell, SMN2 splice up, Lamin A splicing, HTT cytoprotect, HTT aggregate, CBFb-RUNX1 inh, Luc counter
O=C(N/N=C/c1ccc(-c2cccc([N+](=O)[O-])c2)o1)[C@H]1C[C@@H]1c1ccccc1
→ -2%, -1%, 8%, ., 23%, 4%, 0%
COc1ccc(N2CCN(C(=O)C3=NNC(=O)CC3)CC2)cc1
→ 1%, 8%, 2%, 15%[0.074 µM], 0%, -6%, -1%
COc1ccc(-n2c(=O)cc(N3CCOCC3)[nH]c2=O)cc1
→ -2%[38.3 µM], -10%, -4%, -3%, 9%, 0%, -4%
Cc1cnc(C(=O)N2CCCC(C(=O)c3cccc(OC(C)C)c3)C2)cn1 (configuration not stated)
→ 3%, ., 17%[46 µM], 10%[10 µM], -12%[9.22 µM], 0%, 0%
CCOC(=O)C1(Cc2ccccc2C(F)(F)F)CCN(C(C)CCn2cccn2)CC1 (configuration not stated)
→ 12%, ., ., ?, ?, 1%, -2%
Oc1ccc(-c2csc(-c3ccccc3)n2)cc1O
→ 5%[38.3 µM], ?, ?, -56%[inhibitor], -6%, -25%, 5%
CCc1nnc(NC(=O)c2ccc(S(C)(=O)=O)cc2)s1
→ ., ., ., 0%[10 µM], -18%[9.22 µM], -1%, .
O=C1CCC(C(=O)Nc2nnc(C3CC3)s2)=NN1
→ 1%, 10%, ?, -34%[inhibitor], -11%, 5%, -2%
CCOc1ccc(OCc2cccc(C(=O)Nc3ccc(CN4CCCCC4)cc3)c2)cc1
→ 14%, 1.8µM*, ?, ., ., -3%, -2%
C=CCNC(=O)CC12CC3CC(C1)CC(CC(=O)NCC=C)(C3)C2
→ -2%, ., ., 5%[10 µM], -11%[9.22 µM], 12%, .
COc1ccc(S(=O)(=O)n2nc(OC(=O)c3ccncc3)cc2N)cc1
→ -8%, ., ., 16%[10 µM], 19%[9.22 µM], 12%, .
O=C(Cn1nnc(-c2ccc(Cl)cc2)n1)NCCC1=CCCCC1
→ -3%[38.3 µM], -3%, -5%, -9%, -12%, 0%, -1%
CC1=C(Cl)C2=NS(=O)(=O)CCN2C=C1Cl
→ -4%, 3%, -21%[46 µM], ., 0.11µM*, 7%, 0%
COC(=O)c1ccc(-n2nnnc2SCC(=O)Nc2ccccc2C(=O)OC)cc1
→ -6%, -10%, -7%, 5%[10 µM], -6%, 9%, 4%
CCN1C(=O)C(O)(CC(=O)c2ccc(-n3cccc3)cc2)c2ccccc21 (configuration not stated)
→ 8%, -19%, -7%, 5%[10 µM], 6%, -11%, -2%
Cc1ccc(NC(=O)Cn2ccsc2=N)cc1S(=O)(=O)N(C)C
→ 3%, 4%, ?, 3%, 23%, 8%, 0%
NC(=O)COC(=O)CNC(=O)c1sc2ccccc2c1Cl
→ ?, -6%, -1%[46 µM], -7%[10 µM], 3%, 1%, -3%
CSc1nnc(-c2cccn(Cc3ccccc3)c2=O)o1
→ -24%, 1%, -16%[46 µM], 10%[10 µM], 29%, -5%, 0%
Cc1ccc(S(=O)(=O)/N=C(/Nc2ccccn2)c2ccc(Cl)cc2)cc1
→ 10%, ?, 2%, -15%[10 µM], -10%, 0%, -1%
COc1ccc(C(=O)OCC(=O)NCc2ccccc2)c(OC)c1OC
→ -3%, 7%, 1%[46 µM], -31%, 12%, -2%, -2%
CC(NC(=O)Cn1c(=O)oc2cc(S(=O)(=O)N3CCCC3)ccc21)c1ccccc1 (configuration not stated)
→ 18%[38.3 µM], -19%, -6%, -23%, -20%, -6%, 1%
c1csc(CNc2nc(-c3cccs3)nc3ccccc23)c1
→ 10%, -6%, ., -81%[inhibitor], 1%, 6%, -1%
Cc1cc2ncn(C(=O)c3c(-c4ccccc4Cl)noc3C)c2cc1C
→ 23%[38.3 µM], 8%, -2%, 13%, 1%, 3%, 0%
Cc1cc(C)c(C(=O)CN2C(=O)NC3(CCCCCC3)C2=O)cc1C
→ 4%, ?, -1%[46 µM], -50%[inhibitor], -10%, 5%, 2%
CC(C)n1c(-c2cccnc2)nc2cnccc21
→ -2%, -8%, -5%, -17%[10 µM], ?, 7%, 0%
Cc1cccc(NC(=O)COC(=O)c2ccc([N+](=O)[O-])o2)c1C
→ 7%, 0%, -9%[46 µM], -4%[10 µM], 3%, 9%, 0%
Cc1nc(C)c(C(=O)C2=C(O)C(=O)N(CCN3CCOCC3)C2c2cccs2)s1 (configuration not stated)
→ -3%, 5%, -5%, 13%[10 µM], -11%, -2%, 3%
O=C(COc1ccc2c(c1)C(=O)CC1(CCCCC1)O2)NCc1ccccn1
→ -8%[38.3 µM], -15%, 7%, -3%, -7%, -2%, -4%
CC(C)N1CCN(CC#Cc2ccccc2)CC1CCO (configuration not stated)
→ 6%, 0%, ?, 23%[10 µM], -2%[9.22 µM], 6%, 1%
O=C1CC(c2ccco2)CC(O)=C1C=Nc1cc(Cl)ccc1O (configuration not stated)
→ -4%[38.3 µM], 19%, ?, -8%, 25%, ?, -6%

One compound at a time, as listed above. Values in the order: IMPase Li cell | SMN2 splice up | Lamin A splicing | HTT cytoprotect | HTT aggregate | CBFb-RUNX1 inh | Luc counter
Cc1cc(C)c(C(=O)CN2C(=O)NC3(CCCCCC3)C2=O)cc1C in the list: 4% | ? | -1%[46 µM] | -50%[inhibitor] | -10% | 5% | 2%
CC(C)n1c(-c2cccnc2)nc2cnccc21 in the list: -2% | -8% | -5% | -17%[10 µM] | ? | 7% | 0%

(continued)
Values in the order: IMPase Li cell, SMN2 splice up, Lamin A splicing, HTT cytoprotect, HTT aggregate, CBFb-RUNX1 inh, Luc counter
COCCNC(=O)C1Cc2c(ccc3ccccc23)O1 (configuration not stated)
→ -2%, -3%, ., -20%, -11%[9.22 µM], -1%, 2%
NC(=S)N=Nc1c(O)[nH]c2c(Br)cc(Br)cc12
→ 16%, -2%, ., -43%, 10%, 11%, -2%
CCC(C)NC(=O)c1cnn2c(C)c3c(nc12)CCCC3 (configuration not stated)
→ -2%[38.3 µM], 5%, -5%, -12%, 1%, -2%, 3%
O=C(CSc1nnc(-c2cccs2)n1Cc1ccccc1)N1CCc2ccccc2C1
→ ., ., ?, -8%, -5%, 5%, .
CCOC(=O)N1CCN(c2cc3[nH]c(=S)[nH]c3cc2F)CC1
→ 24%[38.3 µM], 11%, -7%, -1%[0.074 µM], 8%, 9%, -2%
NS(=O)(=O)c1cc2c(cc1Cl)NC(CSCc1ccccc1)=NS2(=O)=O
→ -5%&0%&-3%, -45%[inhibitor], ?, ?, 15%, 11%, 3%
CC1(C)CC(=O)C2=C(C1)N(Cc1cccnc1)C(=O)C2(NC(=O)c1ccc(F)cc1)C(F)(F)F (configuration not stated)
→ -28%[38.3 µM], 7%, ?, -3%, 24%, -2%, 1%
O=c1cc(N2CCCCC2)c(-c2ccccc2)nn1Cc1c(Cl)cccc1Cl
→ 25%[38.3 µM], -20%, ?, -101%[inhibitor], ?, -1%, 1%
CCn1cc(C2=NC(C)CO2)c2ccccc21 (configuration not stated)
→ 40%[activator][38.3 µM], 1%, -2%, -12%, 23%, -2%, -1%
CC(OC(=O)c1cccnc1Cl)C(=O)Nc1ccc2c(c1)OCCO2 (configuration not stated)
→ 14%, -5%, -21%[46 µM], 26%[10 µM], 18%, -2%, 1%
CC1(NC(=S)Nc2ccc3ccccc3c2)CCS(=O)(=O)C1 (configuration not stated)
→ ., ., ., 35%[10 µM], 10%[9.22 µM], 0%, .
CCOc1ccc(N(CC(=O)Nc2ccccc2C(=O)NCc2ccco2)S(C)(=O)=O)cc1
→ 15%[38.3 µM], ?, -6%, -6%, 24%, 4%, 18%
CC(C)N1CCC(N2CCN(C/C=C/c3ccccc3)CC2CCO)CC1 (configuration not stated)
→ 4%, ., ., 9%[10 µM], -14%[9.22 µM], 17%, -6%
Cc1ccc(C)c(CN2CCCN(C(=O)Cn3ncc4c3-c3ccccc3OC4)C2)c1
→ -6%[38.3 µM], 7%, -4%, -13%, 0%, -4%, 1%
CC(=O)OCC(=O)[C@@]1(O)CCC2C3CCC4=CC(=O)CC[C@@]4(C)[C@]3(F)C(O)C[C@]21C (some centres not stated)
→ -9%, 8%, ., -69%[inhibitor], ., 13%, -2%
COc1ccc(C(=O)Nc2ccccc2C(=O)N(Cc2ccco2)C(C(N)=O)C(C)C)cc1 (configuration not stated)
→ -28%[38.3 µM], -14%, 3%, -41%[inhibitor], 0%, 3%, 0%
O=C(Nc1ccccc1)Nc1ccccc1C(=O)NCc1ccco1
→ 6%[38.3 µM], 16%, 13%, -39%[0.074 µM], 14%, -4%, -22%
O=C(COC(=O)c1cc(S(=O)(=O)NCc2ccccc2)ccc1O)NCc1ccccc1
→ 13%[38.3 µM], -10%, 4%, 13%, 14%, -7%, 17%
COc1ccc(CN(Cc2ccc(OC)cc2)S(=O)(=O)c2ccc(-n3cnnn3)c(C)c2)cc1
→ 10%, -40%[inhibitor], ?, -20%[1.9 µM], 5%, 6%, 12%
COC(=O)c1sc(S(=O)(=O)Nc2ccc(C)c(C)c2)c(C(=O)OC)c1C
→ 2%, -11%, ?, 25%[10 µM], -13%, 10%, 4%

Assay outcomes deposited in PubChem by National Center for Advancing Translational Sciences (NCATS).
